Screens from PubChem.
HTRA1 inhibitor – HTRA1 (human) protease inhibition; actives 0.5% (n = 340,000); inhibition, % at 5.96 µM; AID 504803; Q92743; recombinant HTRA1, FP-rhodamine activity-based probe, fluorescence polarization; in the data active = inhibition above about 36%;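 note: 0% = enzyme with DMSO and 100% = wells lacking enzyme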
SMARCA2 activ – activators of SMARCA2 function | MG213 cells, MMTV-luciferase reporter, dexamethasone, overnight | activation, % at 9.1 µM | actives 1% (n = 370,000) | AID 652017; in the data active = activation above about 7.8%;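 note: 0% = vehicle wells and 100% = reference activator wells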
ASAP1 GAP inh – ASAP1 ArfGAP inhibition; Q9ULH1; ASAP1-stimulated ARF1 GTP hydrolysis, GDP FP detection; inhibition, % at 16.5 µM; actives 0.19% (n = 360,000); AID 624377; in the data active = inhibition above about 25%;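 note: 0% = vehicle with enzyme and substrate and 100% = no enzyme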
NPR2 activator – GC-B (human) receptor activation; P20594; HEK293-GC-B cells, CNP EC30, cGMP TR-FRET; 0% at EC30 CNP, 100% saturating CNP; activation, % at 10 µM; actives 0.11% (n = 370,000);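 active = activation at 10 µM reaching about 35% in either raw or pattern-adjusted values, limit read from the data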
Rev-erbA mod – modulators of human Rev-erb alpha DNA binding. Rev-erbα–FITC-DNA binding, fluorescence polarization, 90 min. activity, % at 10 µM. actives 0.79% (n = 370,000). AID 1259318;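 active = activity above about 14%, limit read from the data; passing the limit was not always enough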;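 note: 0% = DMSO wells with 35 nM protein and 100% = DMSO wells with 750 nM protein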
PG9 binder – binds the HIV-1 gp120 antibody PG9 | TR-FRET gp120-PG9 antibody binding | inhibition, % at 6.7 µM | actives 0.43% (n = 360,000); in the data active = inhibition above about 8.5%
rCAG binder – r(CAG) repeat RNA binding | AID 651821 | TO-PRO-1 dye displacement fluorescence | inhibition, % at 3 µM | actives 1.3% (n = 370,000);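 active = inhibition above the plate cutoff, the mean of all test compounds on that plate plus 3 SD, cut at about 35% in these data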;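 note: 0% = DMSO alone and 100% = 100 µM mitoxantrone as full dye displacement; higher means more dye released from RNA so lower well fluorescence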
NPR1 activator – GC-A (human) enzyme activation | HEK293 GC-A cells, cGMP TR-FRET, EC30 ANP; 0% at EC30 ANP, 100% saturating ANP | activation, % at 10 µM | AID 1671463 | P16066 | actives 0.14% (n = 370,000); in the data active = activation above about 40%
Target sequence (P16066 whole entry, looked up): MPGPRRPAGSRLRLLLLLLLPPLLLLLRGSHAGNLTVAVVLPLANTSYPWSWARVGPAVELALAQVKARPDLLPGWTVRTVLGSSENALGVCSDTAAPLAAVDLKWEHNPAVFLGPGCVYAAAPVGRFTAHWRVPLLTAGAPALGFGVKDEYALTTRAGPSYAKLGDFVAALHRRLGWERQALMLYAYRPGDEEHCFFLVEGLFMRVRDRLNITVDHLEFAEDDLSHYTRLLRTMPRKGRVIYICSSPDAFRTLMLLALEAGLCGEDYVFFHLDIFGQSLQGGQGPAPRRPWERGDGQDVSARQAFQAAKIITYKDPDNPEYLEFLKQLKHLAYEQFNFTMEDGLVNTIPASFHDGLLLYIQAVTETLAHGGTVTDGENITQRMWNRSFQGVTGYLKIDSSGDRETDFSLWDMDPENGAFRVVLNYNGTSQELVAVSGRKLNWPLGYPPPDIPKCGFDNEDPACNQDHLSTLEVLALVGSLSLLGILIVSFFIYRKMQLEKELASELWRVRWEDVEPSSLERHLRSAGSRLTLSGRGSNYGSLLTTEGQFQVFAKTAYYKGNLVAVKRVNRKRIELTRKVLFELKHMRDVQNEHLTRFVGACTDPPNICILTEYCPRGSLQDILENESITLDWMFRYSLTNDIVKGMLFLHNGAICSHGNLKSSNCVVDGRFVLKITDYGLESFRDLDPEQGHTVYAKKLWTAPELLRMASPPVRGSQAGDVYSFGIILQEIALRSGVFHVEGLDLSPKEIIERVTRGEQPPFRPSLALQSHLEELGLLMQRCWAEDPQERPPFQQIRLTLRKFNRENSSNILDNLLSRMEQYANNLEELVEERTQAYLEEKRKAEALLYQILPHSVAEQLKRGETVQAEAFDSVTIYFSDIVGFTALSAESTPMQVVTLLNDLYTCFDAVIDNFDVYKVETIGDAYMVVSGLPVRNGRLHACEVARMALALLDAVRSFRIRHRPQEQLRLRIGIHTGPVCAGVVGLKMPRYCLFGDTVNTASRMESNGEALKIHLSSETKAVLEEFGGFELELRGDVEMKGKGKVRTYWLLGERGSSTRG
ABHD4 inh – inhibitors of mouse ABHD4. inhibition, % at 8.92 µM. actives 0.54% (n = 370,000). purified mABHD4, FP-Rh probe fluorescence polarization. Q8VD66. AID 720543;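 active = inhibition exceeding the mean over every tested compound plus 3 SD, cut at about 30% in these data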;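 note: 0% = plate median of compound wells and 100% = S159A mutant with DMSO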
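System: mouse ABHD4 enzyme, wild type / Medium: HEPES pH 7.0, NaCl, Pluronic buffer / Reagent: FP-Rh activity-based fluorescent probe / Control set: S159A mutant high control, sample median low control / Detection: fluorescence polarization with parallel and perpendicular emission, 525/598 nm / Schedule: 45 min + 60 min at 25 °C / Compound dosing: 8.92 µM, single dose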
ARFGAP1 inhibitor – inhibits rat ARF GTPase activating protein 1 | Q62848 | Arfgap1-stimulated ARF1 GTP hydrolysis, GDP FP detection | inhibition, % at 16.5 µM | actives 0.26% (n = 360,000);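 active = inhibition above a per-plate limit, mean inhibition of low control wells plus 3 SD, cut at about 25% in these data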;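 note: 0% = DMSO wells with enzyme and 100% = wells lacking Arfgap1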
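system = rat Arfgap1 catalytic domain, aa 1-136 | technique = FP, GDP Alexa 633 tracer displaced from anti-GDP antibody, 620/688 nm | compound = one concentration, 16.5 µM, DMSO 1.26% | medium = HEPES-based buffer, pH 7.5 | timing = compound-enzyme preincubation 20 min, reaction 120 min, detection 60 min, 25 °C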
* = called active by the depositor; / = no result given.

SMILES | HTRA1 inhibitor | SMARCA2 activ | ASAP1 GAP inh | NPR2 activator | Rev-erbA mod | PG9 binder | rCAG binder | NPR1 activator | ABHD4 inh | ARFGAP1 inhibitor
CC(NCCC(Cc1ccccc1)c1ccco1)c1ccccc1 (stereo unspecified) | 6 | -5 | -4 | -7 | 0 | -1.8 | 3 | -23 | 2 | 4
CC1CCN(c2nc3ccc(C(=O)NCCCN4CCCCC4C)cc3s2)CC1 (stereo unspecified) | 0 | 8.1* | 7 | -4 | 1 | 0.8 | 7 | -3 | -18 | -6
CCc1ccc(OCC(O)Cn2c(N3CCCCC3)nc3c2c(=O)[nH]c(=O)n3C)cc1 (stereo unspecified) | 7 | 3 | 3 | -9 | 3 | -5.2 | -7 | -2 | 3 | -4
CCOCCCNC(=O)c1ccc2c(c1)N(Cc1ccccc1)C(=O)CS2=O (stereo unspecified) | 2 | -3 | -3 | -1 | 0 | 0.1 | 1 | 5 | -3 | -7
CCCn1nnnc1SCC(=O)c1ccc(NC(C)=O)cc1 | 6 | -3 | -3 | 2 | 4 | -1.6 | -3 | 3 | 2 | -4
Fc1cc(F)cc(-c2oncc2-c2nnnn2-c2ccccc2)c1 | 1 | 1 | 2 | 3 | 3 | 0.1 | -4 | 5 | 6 | 5
COc1cc(C=O)ccc1OCC(=O)N1CCCC1 | -3 | 2 | -3 | 2 | 8 | 0.6 | 0 | 2 | 2 | 1
CCOC(=O)CSC1=C(C#N)C(c2ccccc2OCC)C(C#N)C(=O)N1 (stereo unspecified) | -3 | 0 | -7 | 1 | 2 | 1.1 | 9 | -2 | 9 | 6
CN(C)c1ccc(/C=C/C(=O)c2cc(Cl)ccc2O)cc1 | -8 | -1 | 3 | -5 | 10 | -3.5 | -1 | -1 | -8 | -5
COc1ccc(F)cc1S(=O)(=O)NCC1CCCO1 (stereo unspecified) | 7 | -3 | 9 | 5 | -1 | 2.1 | -2 | 0 | -3 | -6
COc1ccc(/C=N/NC(=O)c2ccoc2C)cc1COc1c(C)cccc1C | -47 | -1 | 14 | 4 | 1 | -0.4 | 3 | -3 | -32 | -3
CCOC(=O)C(C)c1c(C(=O)c2ccc(C)nc2)c2ccccc2n1C (stereo unspecified) | / | -4 | 3 | -3 | -1 | -0.2 | -6 | -4 | -5 | 9
CCCCn1c(N)c(N(CC(C)C)C(=O)C2CSC3(C)CCC(=O)N23)c(=O)[nH]c1=O (stereo unspecified) | -1 | -1 | -1 | 2 | 0 | 1.3 | -3 | 2 | 4 | 4
CCCn1nnc(NC(=O)c2cccc(Cl)c2)n1 | 6 | 1 | -10 | -10 | 2 | 0.2 | 2 | -1 | -4 | 1
CCCNC(=O)C(Cc1ccc(F)cc1)NC(=O)c1ccc(C#N)cc1 (stereo unspecified) | 0 | 0 | 4 | -6 | -1 | -0.4 | -5 | -4 | 6 | -12

Continued; the last six above are carried over.
SMILES | HTRA1 inhibitor | SMARCA2 activ | ASAP1 GAP inh | NPR2 activator | Rev-erbA mod | PG9 binder | rCAG binder | NPR1 activator | ABHD4 inh | ARFGAP1 inhibitor
COc1ccc(F)cc1S(=O)(=O)NCC1CCCO1 (stereo unspecified) | 7 | -3 | 9 | 5 | -1 | 2.1 | -2 | 0 | -3 | -6
COc1ccc(/C=N/NC(=O)c2ccoc2C)cc1COc1c(C)cccc1C | -47 | -1 | 14 | 4 | 1 | -0.4 | 3 | -3 | -32 | -3
CCOC(=O)C(C)c1c(C(=O)c2ccc(C)nc2)c2ccccc2n1C (stereo unspecified) | / | -4 | 3 | -3 | -1 | -0.2 | -6 | -4 | -5 | 9
CCCCn1c(N)c(N(CC(C)C)C(=O)C2CSC3(C)CCC(=O)N23)c(=O)[nH]c1=O (stereo unspecified) | -1 | -1 | -1 | 2 | 0 | 1.3 | -3 | 2 | 4 | 4
CCCn1nnc(NC(=O)c2cccc(Cl)c2)n1 | 6 | 1 | -10 | -10 | 2 | 0.2 | 2 | -1 | -4 | 1
CCCNC(=O)C(Cc1ccc(F)cc1)NC(=O)c1ccc(C#N)cc1 (stereo unspecified) | 0 | 0 | 4 | -6 | -1 | -0.4 | -5 | -4 | 6 | -12
Cc1cc(N2CCC(C(=O)NC3CC3)CC2)nc(-c2ccccc2)n1 | -3 | -2 | -16 | 2 | -8 | -0.6 | -6 | -1 | -5 | 9
Cc1ccc(S(=O)(=O)/N=C2/NC(=O)/C(=C/c3cc([N+](=O)[O-])ccc3O)S2)cc1 | -4 | -4 | -5 | 2 | 1 | 1.6 | 88* | 2 | 17 | -7
COc1ccc(CN2CCNC(=O)C2CC(=O)NC2CC(C)(C)CC(C)(C)C2)cc1OC (stereo unspecified) | -4 | -3 | -1 | 2 | -8 | -0.4 | -2 | 1 | -1 | -4
O=C1CCCC2=C1C(c1ccco1)Nc1ccc(C(=O)c3ccccc3)cc1N2 (stereo unspecified) | 2 | 2 | -8 | -13 | -1 | -0.8 | 6 | 4 | 7 | 4
COc1ccc(OCCn2cc(/C=N/NC(=O)c3ccncc3)c3ccccc32)cc1 | -5 | -2 | -1 | -1 | -2 | -0.3 | 4 | 1 | 1 | 5
COc1ccc(-c2[nH]ncc2/C=N/NC(=O)c2cc(Br)ccc2O)c(OC)c1 | 22 | 0 | 2 | -3 | -4 | -1.7 | 26 | 4 | 13 | -11
S=C(Nc1cc(Cl)ccc1Cl)Nn1cnnc1 | / | -6 | 4 | -1 | -7 | -3.9 | 8 | -3 | -8 | 0
CC1CCCCN1S(=O)(=O)c1ccc(C(=O)Nc2nnc(C3CC3)o2)cc1 (stereo unspecified) | 7 | 2 | 3 | -1 | -4 | 0.4 | 11 | 0 | -4 | 12
O=C(C[n+]1cc2ccccc2c2ccccc21)c1ccccc1 | -8 | 2 | -3 | -4 | 2 | 2.7 | 15 | 1 | 2 | 4
Cc1ccc(-c2nnc(N3CCN(CCO)CC3)c3ccccc23)cc1 | -7 | -3 | -11 | 4 | -2 | -1.0 | -8 | -3 | 1 | -2
COc1cc(Oc2ccccc2)nc(N)n1 | 0 | -1 | -16 | 2 | -5 | 1.8 | -1 | 1 | 2 | -4
COc1ccccc1N1CCN(C(=O)/C=C/c2cccs2)CC1 | 1 | -1 | -9 | -1 | 1 | -0.4 | -6 | -1 | 0 | 7
Cc1ccc2nc(-c3ccccn3)cc(C(=O)Nc3ccc4c(c3)OCO4)c2c1 | -4 | 5 | -10 | 1 | -5 | -1.1 | 0 | 2 | -6 | 1
CCCCNc1ccc(C(F)(F)F)cc1S(=O)(=O)NCCc1ccc(F)cc1 | -45 | -2 | 8 | -5 | -2 | 0.3 | 3 | 0 | -77 | 11
CCN=c1scc(C)n1/N=C/c1ccsc1 | 3 | -1 | -1 | -2 | -3 | -4.8 | -3 | 1 | 8 | 4
CCOC(=O)c1c(NC(=O)COC(=O)CCOc2cc(C)ccc2C)sc(C(=O)N(C)C)c1C | -34 | 2 | -15 | 4 | -5 | -1.9 | 5 | -2 | -6 | 1
COc1ccc(C(=O)CC(Nc2ccc([N+](=O)[O-])cc2)c2ccc(Cl)cc2)cc1 (stereo unspecified) | -65 | 0 | 2 | 0 | 5 | -1.4 | 15 | -5 | -36 | 11
COc1cc2c(cc1NC(=O)CSc1nc3cc(Cl)ccc3s1)oc1ccccc12 | -5 | -2 | 0 | 0 | 0 | -0.6 | 4 | -1 | 7 | -4
O=[N+]([O-])c1ccc(S(=O)(=O)Nc2nnc(C3CCCCC3)s2)cc1 | -4 | 3 | -5 | 0 | 0 | -1.1 | 47* | -2 | -4 | 5
CCc1cccc2c(=O)c(C(=O)NCCN3CCOCC3)c[nH]c12 | 2 | -2 | 4 | 6 | 1 | 0.5 | -5 | 7 | 3 | 0
O=C(C1CC(=O)N(c2ccc(F)cc2)C1)N1CCCCCC1 (stereo unspecified) | 4 | 2 | 4 | -7 | 6 | -0.8 | 3 | 4 | 3 | 5
C/C(=N\OC(=O)c1ccccc1)c1c(C)nc2cc(C)ccn12 | 5 | 1 | -8 | 3 | -1 | -1.2 | -4 | 0 | 1 | -1
COc1ccc(C2C(C#N)=C(N)N(N(C)C)C3=C2C(=O)CC(C)(C)C3)cc1 (stereo unspecified) | -2 | -2 | -5 | 1 | -3 | -1.8 | -5 | 5 | -7 | -5
C=CCN1C(=O)[C@@H](CC(=O)NCCCOC)[C@]2(C(=O)OC)CCCCC=C12 | / | -2 | / | 1 | -1 | / | 0 | 1 | 2 | /
O=C(Nc1ccc(S(=O)(=O)N2CCCCC2)cc1)c1cnccn1 | 3 | 0 | -5 | 4 | 1 | 0.9 | 0 | 2 | 3 | 1
COc1ccc(CCC(=O)N2CCc3ccccc32)cc1 | 2 | 4 | -6 | -6 | 1 | -0.1 | -8 | 1 | 0 | -6
COc1cc(C(=O)NCC(=O)NCCCSc2ccccc2)cc(OC)c1OC | 0 | 8.0* | 13 | -7 | -1 | -1.7 | -2 | -3 | -7 | -1
COc1ccc(C(c2sc3nc(C)nn3c2O)N2CCN(Cc3ccccc3)CC2)cc1OC (stereo unspecified) | -6 | -3 | -4 | -4 | -7 | -0.7 | 4 | 1 | 2 | 10
CC(C)(C)n1nc2c(c1NC(=O)COc1ccc3ccccc3c1)CS(=O)(=O)C2 | -1 | -2 | 2 | -5 | -4 | 0.5 | -2 | 3 | -5 | -10
COc1cccc(-n2nnc3c(=O)n(CC(=O)NC4CCCC4)cnc32)c1 | 5 | / | / | -7 | -5 | / | / | 4 | / | /
Cc1ccc(N(CC(=O)NCc2ccc3c(c2)OCO3)C(=O)CCC(=O)Nc2ccccn2)cc1 | 6 | 4 | 7 | -7 | -4 | 0.4 | -1 | -1 | 0 | 9
c1ccc2sc(NC3=NCN(Cc4ccc5c(c4)OCO5)CN3)nc2c1 | 0 | -3 | 8 | -3 | -1 | -1.1 | -1 | 4 | 0 | 2
CCCCN1CC[C@H]2C=CC[C@@H](C(=O)Nc3ccc(Cl)cc3Cl)[C@H]2C1=O | -5 | 0 | 3 | -2 | 9 | -0.1 | -7 | 1 | 4 | 6
CC(=O)CCc1ccc(OCC(O)CNCCOc2ccc(C)cc2)cc1 (stereo unspecified) | -2 | 1 | -5 | -1 | 9 | -1.5 | -6 | -4 | -5 | 2
O=C(Nc1ncc(Br)s1)C1CCCN1S(=O)(=O)c1cccc2cccnc12 (stereo unspecified) | -8 | -2 | 4 | -5 | -6 | -0.3 | 0 | -2 | -7 | -2
Cc1cccc(OCC(=O)N2CCN(C(=O)Cc3ccccc3)CC2)c1 | -4 | 3 | 12 | -1 | -6 | -3.4 | -8 | 2 | 3 | 1
Cc1ccccc1OCCCn1c(=O)sc2ccccc21 | -20 | 2 | 5 | -2 | -2 | -1.1 | -3 | -2 | -5 | 1
COc1cc(/C=C2/C(=O)NN(c3cccc(Cl)c3)C2=O)cc(Br)c1O | 3 | -2 | 0 | 0 | 4 | -6.5 | 64* | 6 | 38* | -5
CCCn1c(SCC(=O)Nc2ccccc2OC)nnc1-c1ccco1 | -3 | 2 | -8 | -4 | 1 | -0.9 | -6 | -9 | 2 | -9
N#C/C(C(=O)N1CCOCC1)=C1/SC(Cc2ccc(F)cc2)C(=O)N1c1ccccc1 (stereo unspecified) | 1 | 0 | -6 | 1 | 5 | 1.4 | -1 | 2 | -7 | 6
